CHT block = human CHT choline transport inhibition; Q9GZV3; CHT-expressing cells, membrane potential dye, choline response; active compounds read low; B-score at 10 µM; actives 0.86% (n = 310,000);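 active = B-score over 3 SD under the library average, and starting fluorescence ratio not unusually high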;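 note: choline stimulus applied at its EC90 after an EC20 pre-addition; B-score computed on integrated fluorescence ratio after choline addition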
Target sequence (Q9GZV3 whole entry, looked up): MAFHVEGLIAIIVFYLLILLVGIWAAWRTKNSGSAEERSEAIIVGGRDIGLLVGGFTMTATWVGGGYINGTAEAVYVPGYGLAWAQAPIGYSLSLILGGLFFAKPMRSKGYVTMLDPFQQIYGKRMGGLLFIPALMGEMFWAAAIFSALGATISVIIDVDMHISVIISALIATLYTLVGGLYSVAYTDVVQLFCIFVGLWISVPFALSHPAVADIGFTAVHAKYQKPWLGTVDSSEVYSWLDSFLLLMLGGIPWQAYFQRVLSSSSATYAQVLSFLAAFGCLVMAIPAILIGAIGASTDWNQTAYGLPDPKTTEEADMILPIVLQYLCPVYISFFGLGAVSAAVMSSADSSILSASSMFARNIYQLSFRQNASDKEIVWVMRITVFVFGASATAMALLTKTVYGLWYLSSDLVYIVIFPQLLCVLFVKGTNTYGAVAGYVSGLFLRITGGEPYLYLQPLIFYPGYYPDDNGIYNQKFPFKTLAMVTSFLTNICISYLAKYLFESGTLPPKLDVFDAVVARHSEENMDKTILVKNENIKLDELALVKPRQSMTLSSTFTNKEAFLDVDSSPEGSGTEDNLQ
CHT PAM = allosteric activators of human choline transporter CHT | CHT-expressing cells, membrane potential dye, choline EC20; active compounds read high; LV-AA mutant CHT in HEK293 cells | B-score at 10 µM | actives 0.49% (n = 310,000);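 active = initial fluorescence not abnormally high and integrated response B-score, plate-corrected, over 3 SD above library mean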
Numbers without * were called inactive; i = inactive.

SMILES	CHT block	CHT PAM
Cc1cc([N+](=O)[O-])nn1CCCC(=O)N1CCN(c2ccccc2)CC1	i	i
Cn1c(NCCO)nc2c1c(=O)n(Cc1cccc(Cl)c1)c(=O)n2C	i	i
CC(C)(C)OC(=O)NNC(=S)NCc1ccc(Cl)cc1	i	i
O=S(=O)(c1ccccc1)c1nc(Nc2ccccc2N2CCOCC2)sc1Cl	i	i
COc1cc(C(=O)NCCN2C(=O)S/C(=C\c3cccs3)C2=O)cc(OC)c1OC	i	i
CCCOc1c(OC)cccc1C1CC(=O)Nc2cc3c(cc21)OCCO3 (configuration not stated)	i	i
O=C(O)/C=C/c1ccc(Cn2ccnc2)cc1	i	i
O=C(Nc1ccc(N2CCOCC2)c(Cl)c1)c1ccco1	i	i
O=C(O)CCc1ccc(-c2cccs2)n1CCc1ccccc1	i	i
COc1cccc(-c2ccc(=O)n(CC(=O)Nc3cc4c(cc3NC(C)=O)OCCO4)n2)c1	i	i
COc1ccccc1NC(=O)COC(=O)c1ccccc1C(=O)N1CCN(c2ccccc2)CC1	i	i
Cc1cc(NC(=O)/C=C/c2ccccc2Cl)no1	i	i
CN(C)c1cccc2c1c(NC(=O)c1ccc(Cl)cc1)nn2C	i	i
COc1cccc(-n2nnnc2SCC(=O)NC2CCCCC2)c1	i	i
CCOC(=O)N1CCN(C(=O)CSc2nc3c(cnn3-c3ccc(C)cc3)c(=O)[nH]2)CC1	i	i
O=C(Nc1nnc(C2CCCO2)s1)c1ccc(Br)cc1 (configuration not stated)	i	i
CC1(C)Cc2c(cnn2-c2ccccc2)-c2c1c1ccccc1n2CC(O)CBr (configuration not stated)	i	i
O=c1[nH]c(N2CCOCC2)nc2c1CCCC2	i	i
Oc1cccc2ccc(/C=C/c3ccccc3Cl)nc12	i	i
CNC(=O)c1c(NC(=O)c2ccc(S(=O)(=O)N3CCCc4ccccc43)cc2)sc2c1CCN(C)C2	i	i
CC(C)C(=O)NNC(=O)CC(=O)Nc1ccccc1C(=O)O	i	i
Nc1ccc2nc(Cc3ccccc3)[nH]c2c1	i	i
C#CCSc1nc(Cc2ccc(Cl)cc2)nc2ccccc12	i	i
Cc1ccnc(NC(=O)COC(=O)C2COc3ccccc3O2)n1 (configuration not stated)	i	i
CCOC(=O)c1cc(-c2ccc(Cl)cc2)nc2onc(C)c12	i	i
CN(C)C(=O)c1ccccc1-c1ccccc1	i	i
Cc1cc(OCC(=O)N[C@@H](CSCc2ccccc2)C(=O)O)c2c(C)c(C)c(=O)oc2c1	i	i
Cc1c(NC(=O)Nc2ccc(C(C)(C)C)cc2)c(=O)n(-c2ccccc2)n1C	i	i
Cc1ccc(NC(=S)/N=C(\N)Nc2nc(C)c3cc(C)ccc3n2)c(C)c1	i	i
C/C(=N\NC(=S)Nc1ccc(F)cc1)c1ccc2c(c1)OCCO2	i	i
COC(=O)[C@H](Cc1ccccc1)NC(=O)NCCc1ccc(S(N)(=O)=O)cc1	i	i
CC1CCC(NC(=O)CNC(=O)c2ccc3ccccc3c2)CC1 (configuration not stated)	i	i
CC(C)(C)c1ccc(C(=O)N2CCNC(=O)C2CC(=O)Nc2ccc(F)cc2)cc1 (configuration not stated)	i	i
CCOC(=O)C1(CCOC)CCN(C(C)CCc2ccc(OC)cc2)CC1 (configuration not stated)	i	i
O=C(CCc1n[nH]c(=O)[nH]c1=O)Nc1cccc([N+](=O)[O-])c1	i	i
CCc1ccccc1N1C(=O)C2CC(C)=C(C)CC2C1=O (configuration not stated)	i	i
CCOC(=O)c1cnc(SC)nc1Oc1cccc(NC(=O)c2ccc(C)cc2)c1	i	i
CCN(C(=O)CSc1ncn[nH]1)C1CCCCC1	i	i
CCCc1c(CC)c(=N)c2ccccc2n1C	i	7.5*
CCOC(=O)CSc1nnc(Cc2ccc(OC)cc2)n1-c1ccccc1	i	i

Next part, starting with the last 5 of the part before.
SMILES	CHT block	CHT PAM
CCc1ccccc1N1C(=O)C2CC(C)=C(C)CC2C1=O (configuration not stated)	i	i
CCOC(=O)c1cnc(SC)nc1Oc1cccc(NC(=O)c2ccc(C)cc2)c1	i	i
CCN(C(=O)CSc1ncn[nH]1)C1CCCCC1	i	i
CCCc1c(CC)c(=N)c2ccccc2n1C	i	7.5*
CCOC(=O)CSc1nnc(Cc2ccc(OC)cc2)n1-c1ccccc1	i	i
CN(CC(=O)O/N=C(\N)c1cccc([N+](=O)[O-])c1)S(=O)(=O)c1ccccc1	i	i
COc1cccc(CN2CCNC(=O)C2CC(=O)N(C)CCC2CCOCC2)c1OC (configuration not stated)	i	i
O=C(N/N=C/c1cccc([N+](=O)[O-])c1O)c1cccs1	i	i
FC(F)(F)c1cnc(-n2cc[nH]c2=S)c(Cl)c1	i	i
COc1ccc(CN2C(=O)C(C)S/C2=N/N=C/c2ccco2)cc1 (configuration not stated)	i	i
O=C(CN1CCOCC1)Nc1ccc(Cl)c(Cl)c1	i	i
CCCCOC(=O)c1ccc(NC(=O)C(=O)NCc2ccco2)cc1	i	i
CC(=O)NC(=S)Nc1ccc(NC(=O)COc2ccc(Cl)cc2Cl)cc1	i	i
COc1cccc(CN(C)CC(=O)Nc2cccc(S(N)(=O)=O)c2)c1OC	i	i
Cc1cccc(NC2=C(C#N)C(=O)NC3(CCCC3)S2)c1	i	i

Single records, as listed above:
FC(F)(F)c1cnc(-n2cc[nH]c2=S)c(Cl)c1 as listed: CHT block = i; CHT PAM = i
Cc1cccc(NC2=C(C#N)C(=O)NC3(CCCC3)S2)c1 as listed: CHT block = i; CHT PAM = i

By substructure, the entries above with an aryl thioether with sulfur outside any ring (six)
SMILES	CHT block	CHT PAM
COc1cccc(-n2nnnc2SCC(=O)NC2CCCCC2)c1	i	i
CCOC(=O)N1CCN(C(=O)CSc2nc3c(cnn3-c3ccc(C)cc3)c(=O)[nH]2)CC1	i	i
C#CCSc1nc(Cc2ccc(Cl)cc2)nc2ccccc12	i	i
CCOC(=O)c1cnc(SC)nc1Oc1cccc(NC(=O)c2ccc(C)cc2)c1	i	i
CCN(C(=O)CSc1ncn[nH]1)C1CCCCC1	i	i
CCOC(=O)CSc1nnc(Cc2ccc(OC)cc2)n1-c1ccccc1	i	i

(cont.)
SMILES	CHT block	CHT PAM
CN1CCc2nc(SCCOc3ccccc3)c(C#N)cc2C1	i	i
Cc1cccc(OC(C)C(=O)Nc2ccccc2C(=O)N2CCCCC2)c1 (configuration not stated)	i	i
CC(C)(C)c1nc(SCC(=O)Nc2ccc(N3CCOCC3)cc2)c2ccccc2n1	i	i
Cc1ccccc1OCC(=O)NC(=S)Nc1ccc(N2CCCC2)cc1	i	i
CC(=O)N1c2ccc(S(=O)(=O)N(C)CC(=O)NC(C)c3ccccc3)cc2CC1C (configuration not stated)	i	i
Cc1ccc(-c2ccc(/C=C3\C(=O)ON=C3c3ccccc3)o2)c([N+](=O)[O-])c1	i	i
CCN(CC)C1=CC(=O)OC12CCCCC2	i	i
Cc1cccc(-c2cc3nc4c(c(N5CCCC(O)C5)n3n2)CCC4)c1 (configuration not stated)	i	i
CC1C2CC(C(S(=O)(=O)N3CCOCC3)C2=O)C1(C)C (configuration not stated)	i	i
CCOc1ccc(NC(=O)NC(=O)N(C(C)C)S(C)(=O)=O)cc1	i	i
CCCCc1ccc(NC(=O)C2CCN(S(C)(=O)=O)CC2)cc1	i	i
O=C(CN1CCc2ccccc2C1)Nc1ccc(F)cc1	i	i
COc1ccc(C2=NOC(Cn3c(Cc4ccc(Cl)cc4)nc4c3c(=O)n(C)c(=O)n4C)C2)cc1 (configuration not stated)	i	i
Cc1cc(CNC(=O)COc2cc(F)ccc2[N+](=O)[O-])c2ccccc2n1	i	i
CNc1nc(N)c([N+](=O)[O-])c(NCC2CCCO2)n1 (configuration not stated)	i	i
COc1ccc(CC(=O)Nc2ccc(/C(C)=N/NC(=O)c3cccc([N+](=O)[O-])c3)cc2)cc1	i	i
COc1ccc(/C=C(/C(=O)Nc2ccccc2C(=O)NC(C)C)c2ccccc2)cc1	i	i
Cc1ccccc1OCc1nc(-c2ccccc2)no1	i	i
CC1CCCN(C2(O)C(=O)Nc3ccc(Cl)cc32)C1 (configuration not stated)	i	i
Cc1ccc(OCCCC(=O)NC2CCCCC2)cc1	i	i
S=c1[nH]cc(-c2ccccc2)n1-c1ccccc1Cl	i	i
CCOC(=O)N1CCN(CCC(=O)Nc2cc(OC)cc(OC)c2)CC1	i	i
O=C(CNC(=S)N(Cc1ccccc1)Cc1cccnc1)N1CCOCC1	i	i
COc1ccc(C(=O)C2CCCN(C(=O)COc3ccc(C(C)=O)cc3)C2)cc1F (configuration not stated)	i	i
COc1cc(/C=C(\C#N)C(=O)c2c[nH]c3ccccc23)cc(OC)c1O	i	i
N/C(=N\OC(=O)CCC1CCCCC1)c1ccc([N+](=O)[O-])cc1	i	i
Cc1c(OC(C)C(=O)NCCCN2CCOCC2)ccc2c3c(c(=O)oc12)CCCC3 (configuration not stated)	i	i
Cc1cc([N+](=O)[O-])cnc1Sc1nccn1C	i	i
C/C(=N/NC(=O)c1ccc(Br)s1)c1cccnc1	i	i
COCCn1c(=O)[nH]c2cc(C(=O)N3CCN(c4cccc(C(F)(F)F)c4)CC3)ccc2c1=O	i	i
CCOC(=O)c1oc2ccccc2c1NC(=O)C1CCCCC1	i	i
CCOc1ccc(S(=O)(=O)Nc2ccccc2C(=O)NCC2CCCO2)cc1 (configuration not stated)	i	i
O=C(CSCc1ccccc1)Nc1ccc2c(c1)OCO2	i	i
COc1cccc(/C=N/Nc2ccc([N+](=O)[O-])cc2)c1O	i	i
O=C(Cc1ccc(-n2c(=O)c3sccc3n(CC(=O)Nc3ccccc3)c2=O)cc1)NCc1ccco1	i	i
Cc1cc(/C=C(\C#N)C(=O)O)c(C)n1-c1ccc(Br)cc1	i	i
COc1nc(Nc2ccc(C(C)=O)cc2)nc(OC)n1	i	i
O=C(Nc1ccccn1)c1ccc2c(c1)OCO2	i	i
CC(=O)NCCNc1nc2c(-c3cccc(C)c3)nnn2c2ccccc12	i	i
COc1cc(CCC(=O)OCC(=O)Nc2ccc(Br)cc2F)cc(OC)c1OC	i	i
O=C(NCc1ccc(Cl)s1)C1CCC(=O)N(CCc2cccc(F)c2)C1 (configuration not stated)	i	i
CCOc1ccccc1NC(=O)COC(=O)c1cc[n+]([O-])cc1	i	i
CCN(CC)C(=O)Oc1ccc(Br)c2ccccc12	i	i
COc1ccc(OC)c(/C=C/C(=O)N2CCCc3ccccc32)c1	i	i
CN1Cc2cccc3c2C(Cc2ccccc2S3)C1 (configuration not stated)	i	i
CCc1nc(OCc2ccco2)c2sc3nc4c(cc3c2n1)COC(C)(C)C4	i	i
Cc1cc(OCC(=O)NC2CC2)c2c(C)c(C)c(=O)oc2c1	i	i
Cc1cc(NC(=S)Nc2cccc3ccccc23)n[nH]1	i	i
Cc1occc1C(=O)N/N=C/c1ccccn1	i	i
COc1ccc(NS(=O)(=O)c2ccc(Cl)c(NC(=O)c3cccnc3Cl)c2)cc1	i	i

Remaining list, next part:
SMILES	CHT block	CHT PAM
CC(=O)Nc1ccc(S(=O)(=O)N2CCN(C(=O)c3ncoc3-c3cccc(C)c3)CC2)cc1	i	i
Cc1cc(NC(=O)CSCC(=O)NCc2cccc(C(F)(F)F)c2)no1	i	i
COc1ccc(N2C(=O)c3ccccc3NC23CCCCC3)cc1	i	i
CN1CCN(C(c2cccc(C(F)(F)F)c2)c2nnnn2Cc2ccccc2)CC1 (configuration not stated)	i	i
COc1ccc(CCNC(=O)Cn2cnc3c(nnn3Cc3ccccc3F)c2=O)cc1OC	i	i
O=C(Nc1cccnc1)c1ccc2ccccc2c1O	i	i
CC(C)CC(=O)CN1C(=O)C2(OCCO2)c2ccccc21	i	i
N/C(=N\OS(=O)(=O)c1cccc([N+](=O)[O-])c1)c1ccncc1	i	i
CC(=O)c1ccc(NS(=O)(=O)Cc2ccccc2)cc1	i	i
Cn1c(-c2ccc(C=O)s2)nc2ccccc21	i	i
O=C(N/N=C/c1sc(N2CCOCC2)nc1-c1ccccc1)c1ccccc1Cl	i	i
N#Cc1c(N)n(CCOC(=O)c2cccc([N+](=O)[O-])c2)c2nc3ccccc3nc12	i	i
CC1CCCCC1NC(=O)NC(=O)CCl (configuration not stated)	i	i
CC(=O)Nc1ccc(NC(=O)CSCCc2ccccn2)cc1	i	i
Cc1sc2nc(SCc3nc4ccccc4[nH]3)n(Cc3ccco3)c(=O)c2c1C	i	i
Cc1c(Cl)cccc1NC(=O)CC1Sc2ccccc2NC1=O (configuration not stated)	i	i
Cc1ccc(C)c(NC(=O)CN(C)C(=O)c2ccncc2)c1	i	i
COc1cccc(OC)c1C(=O)Nc1sc2c(c1C(N)=O)CCN(Cc1ccccc1)C2	i	i
COc1cc2c(cc1OC)-c1nnc(-c3cccs3)n1C(C)(C)C2	i	i
Cc1ccc2c(c1)N(Cc1ccncc1)C(=O)C(C)O2 (configuration not stated)	i	i
Nc1nc(-c2ccc3c(c2)OCCO3)cs1	i	i
COCCCNC(=O)Cn1nnc(-c2ccccc2NC(=O)c2ccccc2F)n1	i	i
NC(N)=N/N=C/c1ccccc1Cl	i	i
O=C(NNC(=S)Nc1ccc(Cl)cc1Cl)C1CC1	i	i
Cc1nc2c(C(=O)NCc3ccccc3)c[nH]n2c(=O)c1Cl	i	i
Cn1c(SCC(=O)NCc2ccccc2)nc2c([nH]c3ccccc32)c1=O	i	i
Cn1c(N2CCCC2)nc2c1c(=O)n(Cc1ccc(F)cc1)c(=O)n2C	i	i
CNC(=O)c1ccsc1NC(=O)c1coc2ccccc2c1=O	i	i
COc1ccccc1CNC(=O)c1sccc1-c1ccccc1	i	i
COc1ccccc1CNCC(=O)Nc1ccccc1-n1cccc1	i	i
O=C(c1ccc(Cl)c(S(=O)(=O)N2CCCC2)c1)N1CCN(c2ncccn2)CC1	i	i
CCOC1(OCC)C(c2ccc(Cl)cc2)C(C#N)(C#N)C1(OCC)OCC (configuration not stated)	i	i
COc1ccc(Br)cc1CN1CCN(c2ncccn2)CC1	i	i
COc1ccc(CN(C)C(=O)c2ccc3c(=O)n4c(nc3c2)CCC4)c(OC)c1	i	i
O=C(N/N=C/c1cccc(OCc2ccccc2)c1)c1ccc(Br)cc1	i	i

Bioassay records deposited in PubChem by Johns Hopkins Ion Channel Center.
